Screens deposited in PubChem by Dana-Farber Cancer Institute and Novartis Institutes for BioMedical Research (Cambridge, Mass).
USP30 block: human USP30 deubiquitinase inhibition | Q70CQ3 | AID 1645860 | inhibition, % at 25 µM | purified USP30, Ub-rhodamine cleavage fluorescence | 47,000 compounds, 5.3% hits
USP7 inh: blocks human USP7 ubiquitin-rhodamine cleavage; 47,000 compounds, 0.3% hits; inhibition, % at 20 µM; Q93009; AID 1645854; purified USP7, Ub-rhodamine cleavage fluorescence
USP8 inh: human USP8 deubiquitinase inhibition; P40818; purified USP8, Ub-rhodamine cleavage fluorescence, 30 min; inhibition, % at 20 µM; 47,000 compounds, 4.2% hits; AID 1645853
UCHL1 inh: blocks human UCHL1 ubiquitin-rhodamine cleavage; purified UCHL1, Ub-rhodamine cleavage fluorescence; inhibition, % at 20 µM; 47,000 compounds, 0.2% hits
Target sequence (P09936 whole entry, looked up): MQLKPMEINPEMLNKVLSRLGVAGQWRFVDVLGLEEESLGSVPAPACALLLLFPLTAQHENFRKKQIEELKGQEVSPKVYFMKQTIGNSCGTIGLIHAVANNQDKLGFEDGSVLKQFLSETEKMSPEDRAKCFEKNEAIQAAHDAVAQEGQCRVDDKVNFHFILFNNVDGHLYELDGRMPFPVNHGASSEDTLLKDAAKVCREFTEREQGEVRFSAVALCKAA
USP28 block: human USP28 deubiquitinase inhibition. purified USP28, Ub-rhodamine cleavage fluorescence, 30 min. inhibition, % at 25 µM. 47,000 compounds, 3% hits
OTUD3 block: blocks human OTUD3 ubiquitin-rhodamine cleavage | purified OTUD3, Ub-rhodamine fluorescence, 2 h | Q5T2D3 | inhibition, % at 25 µM | 47,000 compounds, 0.7% hits
Target sequence (Q5T2D3 whole entry, looked up): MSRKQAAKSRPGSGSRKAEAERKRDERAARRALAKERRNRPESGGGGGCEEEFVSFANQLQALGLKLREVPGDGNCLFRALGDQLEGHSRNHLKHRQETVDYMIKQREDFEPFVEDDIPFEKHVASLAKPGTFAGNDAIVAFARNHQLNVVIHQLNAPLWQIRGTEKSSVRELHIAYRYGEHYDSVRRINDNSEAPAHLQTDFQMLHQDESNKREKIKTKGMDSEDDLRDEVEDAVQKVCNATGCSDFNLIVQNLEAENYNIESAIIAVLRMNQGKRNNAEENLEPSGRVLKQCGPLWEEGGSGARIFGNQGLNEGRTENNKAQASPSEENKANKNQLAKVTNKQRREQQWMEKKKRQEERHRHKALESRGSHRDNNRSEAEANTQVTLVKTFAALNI
USP17 inh: human USP17-like deubiquitinase inhibition | purified USP17, Ub-rhodamine cleavage fluorescence, 3 h | inhibition, % at 50 µM | 47,000 compounds, 6.5% hits | AID 1645855
USP10 inh: inhibitors of human USP10 deubiquitinase; Q14694; purified USP10, Ub-rhodamine fluorescence, 60 min; inhibition, % at 20 µM; 47,000 compounds, 1.1% hits
Starred values were filed as active, the others as inactive; / = not tested or not shown. Rule as the data show it: active = inhibition above about 30%; inactive = the rest.

no.	Molecule	USP30 block	USP7 inh	USP8 inh	UCHL1 inh	USP28 block	OTUD3 block	USP17 inh	USP10 inh
1	Cc1ccccc1-c1nnc(-c2cnc3onc(C4CC4)c3c2)o1	-196	-4	5	0	-31	-32	-40	0
2	CCc1nc(-c2cccc(NC(=O)c3ccccc3F)c2)no1	3	-3	5	-4	36*	-2	6	0
3	Cc1cc(=O)n(CC(=O)NCc2ccco2)c(N2CCCCC2)n1	-8	-14	15	0	4	7	-10	-2
4	Cc1ccccc1-c1noc(-c2cccnc2NCC2CCCO2)n1 (stereo not drawn)	-48	-25	-12	1	-4	-5	-6	-1
5	CCn1nc(C)cc1C(=O)N1CCOC2(COCCN(CC3CC3)C2)C1 (stereo not drawn)	-3	5	-79	0	0	11	-13	0
6	Cc1nc(-c2csc(S(=O)(=O)Nc3ccccc3F)c2)no1	12	6	5	2	15	11	18	5
7	COc1cc(OC)cc(C(=O)NC(C(=O)OCC(=O)c2c(-c3ccccc3)n(C)c3ccccc23)C(C)C)c1 (stereo not drawn)	-87	4	13	-4	-34	-23	-16	-10
8	O=C(NCc1ccccc1F)C1CCN(c2cc(N3CCOCC3)ncn2)CC1	2	3	-6	-1	-7	2	-5	-1
9	CC(OC(=O)c1c2c(nc3ccccc13)CCCCC2)C(=O)Nc1ccc2ccccc2c1 (stereo not drawn)	27	10	35*	4	44*	43*	63*	13
10	COc1ccc(S(=O)(=O)N2CCN3C(=O)N(Cc4ccccn4)C(=O)C3(C)CC2)cc1 (stereo not drawn)	11	4	4	4	0	6	2	-4
11	CC1=NS(=O)(=O)N(Cc2ccccc2)C=C1C(=O)Nc1ccc(F)cc1F	-4	-7	-7	1	5	5	4	-7
12	O=C(Nc1ccc(S(=O)(=O)Nc2cc(Cl)cc(Cl)c2)cc1)c1c(F)cccc1Cl	25	12	-11	4	16	9	43*	34*
13	CCN1C[C@H]2C3(CCN(C(=O)Nc4ccccc4)CC3)CC[C@@]2(C(=O)N(C)C)C1	0	1	-74	1	0	3	-18	2
14	Cc1ccccc1NC(=O)c1cc(S(=O)(=O)N2CCCCCC2)ccc1Cl	63*	11	27	2	24	27	/	5
15	Cc1ccc(CNC(=O)CCc2c(C)nn(-c3cc(N4CCCCC4)ncn3)c2C)o1	-151	-14	0	-5	-32	-21	-23	-8
16	CCc1ccc(NC(=O)Cn2cnc(S(=O)(=O)N3CCCC3)c2)cc1	14	3	9	0	7	10	21	1
17	CC(Sc1nc2ccsc2c(=O)n1-c1ccccc1)C(=O)NC(C)(C)C (stereo not drawn)	10	-2	-1	0	6	10	0	0
18	O=C(COC(=O)c1ccc2[nH]c3c(c2c1)CCCC3)Nc1ccccc1Cl	-2	4	14	0	7	4	11	1
19	C=CCOc1ccc(C2c3c(oc4ccccc4c3=O)C(=O)N2c2nc3ccc(OCC)cc3s2)cc1 (stereo not drawn)	20	2	9	-1	4	4	12	-3
20	CCN(CC)C(=O)[C@@]1(c2ccccc2)C[C@H]1COc1ccc(C(=O)O)cc1	1	1	-10	-5	-11	-6	-4	-1

Some of the entries so far, with the structure last.
| entry | USP30 block | USP7 inh | USP8 inh | UCHL1 inh | USP28 block | OTUD3 block | USP17 inh | USP10 inh | SMILES |
| --- | --- | --- | --- | --- | --- | --- | --- | --- | --- |
| 4 | -48 | -25 | -12 | 1 | -4 | -5 | -6 | -1 | Cc1ccccc1-c1noc(-c2cccnc2NCC2CCCO2)n1 (stereo not drawn) |
| 9 | 27 | 10 | 35* | 4 | 44* | 43* | 63* | 13 | CC(OC(=O)c1c2c(nc3ccccc13)CCCCC2)C(=O)Nc1ccc2ccccc2c1 (stereo not drawn) |
| 10 | 11 | 4 | 4 | 4 | 0 | 6 | 2 | -4 | COc1ccc(S(=O)(=O)N2CCN3C(=O)N(Cc4ccccn4)C(=O)C3(C)CC2)cc1 (stereo not drawn) |
| 18 | -2 | 4 | 14 | 0 | 7 | 4 | 11 | 1 | O=C(COC(=O)c1ccc2[nH]c3c(c2c1)CCCC3)Nc1ccccc1Cl |

More results.
no.	Molecule	USP30 block	USP7 inh	USP8 inh	UCHL1 inh	USP28 block	OTUD3 block	USP17 inh	USP10 inh
21	CCn1c2ccccc2c2cc(NC(=O)C3=COCCO3)ccc21	-71	-5	-16	-3	11	-9	-1	-5
22	O=C(C1CCCN(S(=O)(=O)N2CCCCCC2)C1)N1CCN(c2ccccn2)CC1 (stereo not drawn)	7	-1	-13	-2	-11	-4	-7	-1
23	Nc1ccc(C(=O)OCC(=O)NC2CCCc3ccccc32)cc1[N+](=O)[O-] (stereo not drawn)	32*	6	50*	-1	1	-3	-8	32*
24	Cc1ccc(CN2C(=O)C(CC(=O)Nc3ccccc3Cl)n3c2nc2ccccc23)cc1 (stereo not drawn)	22	-15	-218	11	20	11	3	9
25	COc1cc(C(=O)Nc2ccc(-c3nc4cnccc4o3)cc2)cc(OC)c1OC	14	5	-3	0	4	11	-3	2
26	O=C(c1ccco1)N1CCCC(c2ccnc3ncnn23)C1 (stereo not drawn)	12	4	14	-1	0	4	0	-2
27	COc1ccc(CN2C[C@@H](c3ccccc3)[C@@]3(CCCC(=O)N3)C2)cc1CN1CCOCC1	0	4	-12	0	0	5	-2	-1
28	CC1CC(=O)Nc2ccccc2N1S(=O)(=O)c1ccc(C#N)cc1 (stereo not drawn)	55*	4	-10	0	21	9	2	-3
29	O=C(NCc1ccccn1)c1oc2ccccc2c1CSc1ncn[nH]1	-3	0	-3	-4	-5	-5	-2	0
30	CC1CCN(Cc2nnc(-c3cn(CC(=O)NC4CCCCC4)c4ccccc34)o2)CC1	60*	3	8	4	5	6	35*	9
31	O=C1NCc2ccccc2CC12CCCN(Cc1ccnc3ccccc13)C2 (stereo not drawn)	-18	-54	4	-45	6	-7	8	-9
32	CNc1cc(Nc2cc(CCC3CCNCC3)ccn2)ncn1	-7	-5	-66	-3	-20	-2	-15	3
33	CN(C)CC(=O)N1CC2(CCN(C(=O)Nc3ccccc3)C2)C1	20	1	-32	1	8	15	1	-4
34	CCC12CN3CC(C)(CN(C1)C31C(=O)Nc3ccc(C)cc31)C2=O (stereo not drawn)	1	-3	7	-4	-2	0	0	-1
35	Cn1cncc1-c1nnc([C@H]2CCN(CC3CCCCC3)C2)o1	0	0	4	1	3	0	-34	0
36	O=C(C1CN(c2nc3c(C(F)(F)F)cccc3s2)C1)N1CCC2(CC1)OCCO2	0	0	-38	2	8	1	-5	-2
37	O=S(=O)(Nc1ccc2[nH]ncc2c1)c1ccc2c(c1)CCCC2	-12	-2	2	2	-7	-14	-2	3
38	O=C(Cc1ccccc1F)Nc1nc2ccccc2[nH]1	14	3	-2	-1	-12	1	2	4
39	CCN1CCN(C(=O)c2cc3occc3c(Nc3ccc(OC)cc3)n2)CC1	0	0	-2	-3	0	-4	-5	2
40	CCc1ccc(NC(=O)CCc2nc3cccnc3n2Cc2ccccc2)cc1	79*	6	35*	4	57*	46*	71*	11

Part of the list above, with two lines to a compound.
Value order – USP30 block | USP7 inh | USP8 inh | UCHL1 inh | USP28 block | OTUD3 block | USP17 inh | USP10 inh
[32] CNc1cc(Nc2cc(CCC3CCNCC3)ccn2)ncn1
  -7 | -5 | -66 | -3 | -20 | -2 | -15 | 3
[33] CN(C)CC(=O)N1CC2(CCN(C(=O)Nc3ccccc3)C2)C1
  20 | 1 | -32 | 1 | 8 | 15 | 1 | -4
[34] CCC12CN3CC(C)(CN(C1)C31C(=O)Nc3ccc(C)cc31)C2=O (stereo not drawn)
  1 | -3 | 7 | -4 | -2 | 0 | 0 | -1
[35] Cn1cncc1-c1nnc([C@H]2CCN(CC3CCCCC3)C2)o1
  0 | 0 | 4 | 1 | 3 | 0 | -34 | 0

(further entries)
no.	Molecule	USP30 block	USP7 inh	USP8 inh	UCHL1 inh	USP28 block	OTUD3 block	USP17 inh	USP10 inh
41	Fc1ccc(-c2nc3c4cnn(-c5ccccc5)c4ncn3n2)cc1	17	6	16	4	8	6	11	3
42	Cc1cc(N2CCN(c3ncccn3)CC2)nc2ccc(NC(=O)c3ccncc3)cc12	-3	-2	19	0	-2	-3	71*	-2
43	N#Cc1c(-c2ccc(F)cc2)c2c([nH]c1=O)-c1ccccc1CC2	-111	5	-6	-6	-43	-30	5	-2
44	COc1ccc(NC(=O)C(=O)NCCN2CCN(C(=O)c3c(F)cccc3F)CC2)cc1	33*	7	5	1	12	12	6	0
45	CC(C)CC(O)(c1ccc(O)cc1)C(CN1CCOCC1)c1ccccc1 (stereo not drawn)	-14	-1	-3	2	-5	-11	-11	3
46	N#Cc1cc([N+](=O)[O-])ccc1NC(=O)COC(=O)c1cccc(S(=O)(=O)N2CCc3ccccc32)c1	-16	-2	3	7	8	4	22	8
47	O=C(COc1ccc(N2CC(C(=O)NCc3ccc4c(c3)OCO4)CC2=O)cc1)Nc1ccc(F)cc1 (stereo not drawn)	57*	23	53*	3	8	4	57*	49*
48	O=C(C(c1ccccc1)c1ccccc1)N1CCC(c2nc3c(nnn3Cc3c(F)cccc3Cl)c(=O)[nH]2)CC1	44*	4	12	7	38*	16	51*	27
49	CCC(C(=O)Nc1ncc2c(n1)CC(c1ccc(F)cc1)CC2=O)c1ccccc1 (stereo not drawn)	34*	-12	19	8	32*	21	20	8
50	CNC(=O)c1c(Br)cnn1-c1ccc(C)cc1	/	-1	4	1	/	3	39*	5
51	CC(NC(=O)c1ccccc1)c1nc2ccccc2n1CC(=O)Nc1ccc(C#N)cc1 (stereo not drawn)	-1	18	78*	3	0	0	7	41*
52	COc1ccc(-n2nnc(-c3nc(-c4ccccc4F)no3)c2N)cc1	/	5	1	0	/	1	52*	5
53	COc1ccc(C(C)(C)C)cc1NC(=O)COC(=O)c1cc(=O)c2ccccc2o1	3	2	0	-2	0	3	16	-1
54	COC(=O)c1cc(O)cc(O)c1C(=O)c1c(O)cc(C)cc1O	5	1	0	0	0	-14	-13	3
55	CC(=O)N1CCC(Cc2cncc(-c3cc(C)[nH]n3)n2)CC1	-34	-1	-25	-4	-13	-5	-14	-4
56	Cc1noc(/C=C/c2sc3ccccc3c2Cl)c1[N+](=O)[O-]	-365	-134	-121	-148	-96	-84	-95	-2
57	Cc1ccc(C(=O)N2C[C@@H](O)[C@H](N3CCc4ccccc4C3)C2)cn1	-20	0	2	-1	-3	-3	-6	-1
58	Cc1cc(F)ccc1NC(=O)CCc1ccc(S(=O)(=O)N2CCOCC2)cc1	19	1	5	-1	3	12	11	4
59	COc1ccc(N(CC(=O)Nc2cc(Cl)c(OC)cc2OC)S(=O)(=O)c2c(C)noc2C)cc1	15	9	11	5	13	11	7	5
60	Fc1ccc(CNCc2nc(NCc3ccc(F)cc3)c3c4c(sc3n2)CCCC4)cc1	26	5	-97	2	3	14	-1	4
61	Cc1ccc(CN2C(=O)CS(=O)(=O)C(C)C2=O)cc1 (stereo not drawn)	0	-5	1	-3	3	14	0	1
62	CCN1CCN(C(=O)C2CCN(c3nc4ccc(-c5cncnc5)nc4s3)CC2)CC1	-91	-1	-24	-2	-30	-14	-17	-1
63	Cc1cccc(Nc2nc(C)c(C(=O)NCc3cccnc3)s2)n1	16	3	-5	1	16	6	-2	-4
64	Cc1cccc(N2CCN(C(=O)Cn3c(=O)[nH]c4ccccc4c3=O)CC2)c1C	13	-1	-3	0	5	0	0	2
65	Cc1ncc2c(n1)CCN(S(=O)(=O)c1ccccc1)C2	/	0	-2	0	/	-6	-14	-1
66	Cc1nc(-c2cccc(NC(=O)c3ccc4c(c3)OCO4)c2)no1	-231	-2	-21	-7	-39	-37	-48	-7
67	Cc1ccc2c(c1)c(=O)cc(C(F)(F)F)n2C[C@H]1CCCN1C(=O)C1CC1	41*	0	0	1	14	5	-2	-4
68	CCC(C)Nc1cc(C(C)C)nc2nc(-c3cccnc3)nn12 (stereo not drawn)	3	0	0	-3	-6	0	0	-1
69	Cc1ccc(S(=O)(=O)Nc2ccc(NC(=O)CC3OC(=O)c4ccccc43)cc2)cc1[N+](=O)[O-] (stereo not drawn)	13	3	-79	3	7	15	0	4
70	Cc1cc(C)c(C(=O)N2CCCC(C(=O)NCc3cccc(F)c3)C2)[nH]1 (stereo not drawn)	0	-1	-7	0	2	0	0	1
71	O=C([C@H]1C[C@@H]2CN(Cc3ccccc3)C[C@H]1O2)N1CCCC1	0	3	1	2	-3	5	-14	3
72	O=S(=O)(c1ccccc1)N1CCC2(CC1)NCCN=C2NC1CCCC1	3	2	-6	-4	-9	-4	-8	0
73	Nc1nc(SCC(=O)OCc2ccccc2)[nH]c(=O)c1NC(=O)c1ccco1	6	1	0	1	6	4	2	1
74	CCCn1c(=O)n(CC(=O)c2ccccc2F)c2c(C(N)=O)nc(-c3ccco3)nc21	-96	7	59*	2	4	9	62*	-3
75	COc1ccc(NC(=O)CC2C(=O)NCCN2C(=O)Nc2ccc(OCc3ccccc3)cc2)cc1 (stereo not drawn)	/	5	8	7	/	-2	9	0
76	CCn1c(C2CCN(C(=O)c3ccc(F)cc3)C2)nc2cccnc21 (stereo not drawn)	-71	-6	-16	-4	-28	-23	-40	-3
77	Cc1cc(-n2c(C)cc(C(=O)CN3C(=O)NC4(CCCc5ccccc54)C3=O)c2C)no1 (stereo not drawn)	-40	-3	-9	-4	-10	-10	-37	-1
78	Cc1nn(-c2cccc(F)c2)c2c1C(C(=O)c1ccc3c(c1)OCCO3)CC(=O)N2 (stereo not drawn)	5	-7	-16	-1	-8	-3	6	-2
